NR2E3 ag-1: human photoreceptor-specific nuclear receptor agonism; AID 602229; inhibition of corepressor binding, % at 3.98 µM; actives 0.35% (n = 360,000); CHO-S Gal4-NCOR/VP16-NR2E3 two-hybrid, luciferase;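 active = inhibition above the mean of all tested compounds plus 3 SD, cut at about 70% in these data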;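 note: 0% = DMSO with NR2E3 transfected cells and 100% = cells lacking NR2E3 construct; higher means lower luciferase signal from less NR2E3 corepressor binding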
Target sequence (Q9Y5X4 whole entry, looked up, the tested form may be a part): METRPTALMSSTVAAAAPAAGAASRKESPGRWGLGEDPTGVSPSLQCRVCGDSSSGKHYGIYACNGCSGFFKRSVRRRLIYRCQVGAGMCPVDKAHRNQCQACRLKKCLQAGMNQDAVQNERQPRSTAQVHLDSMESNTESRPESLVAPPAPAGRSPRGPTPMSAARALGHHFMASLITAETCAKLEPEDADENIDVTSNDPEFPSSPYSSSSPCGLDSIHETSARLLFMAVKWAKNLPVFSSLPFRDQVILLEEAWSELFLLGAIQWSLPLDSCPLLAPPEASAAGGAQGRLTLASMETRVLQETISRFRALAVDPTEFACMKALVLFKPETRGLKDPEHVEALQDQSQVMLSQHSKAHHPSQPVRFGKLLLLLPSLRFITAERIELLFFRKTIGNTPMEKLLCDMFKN
HIF-2a block: blocks HIF-2a reporter activity | actives 0.72% (n = 360,000) | inhibition, % at 18.8 µM | AID 624352 | 786-0 RCC cells HIF-2a reporter, luciferase luminescence, overnight;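 active = inhibition of the luminescence signal of 40% or more relative to plate controls, in a single-dose primary screen at 18.75 µM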
Shn3 inh set2: reduces Shn3 3'UTR luciferase signal in osteoblasts; Clone20 osteoblast Shn3 3'UTR firefly luciferase, 24 h; inhibition, % at 12.5 µM; actives 0.52% (n = 360,000);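 active = mean inhibition of at least 75% with every replicate also reaching 75%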;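 note: 0% = median of neutral control wells and 100% = pilot-screen positive control compound; some compounds past the cut are filed as inactive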
TROY signal inh: blocks TROY-dependent signaling in reporter cells. actives 0.98% (n = 360,000). Q293 LMP1-TROYcd NF-kB luciferase reporter, 4 h. inhibition, % at 10 µM;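 active = compounds whose plate-normalised and pattern-corrected inhibition of the luciferase reporter signal at the single screening dose is 50% or more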
C8 TRAIL sens: sensitizes caspase-8 expressing cells to TRAIL. NB7+C8 cells + TRAIL, ATPlite viability luminescence. inhibition (viability loss, TRAIL sensitization), % at 10 µM. actives 1% (n = 360,000). AID 624354;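 active = compounds causing at least 50% loss of cell viability in the single-dose screen, relative to plate controls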
NR2E3 ag-2: activates human photoreceptor nuclear receptor NR2E3. GST-NR2E3/biotin-RetCOR TR-FRET, 1536-well. AID 2300. inhibition of corepressor binding, % at 4.78 µM. actives 0.12% (n = 320,000);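 active = percent inhibition above the cutoff of mean plus 3 SD of all tested compounds, set per screening campaign, cut at about 20% in these data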;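 note: 0% = DMSO wells and 100% = biotin wells as full block of FRET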
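Test system: GST-NR2E3 and biotin-RetCOR proteins | Quantity: 1.35 nM GST-tagged NR2E3 final | Medium: Tris pH 7.5 | Also added: 7 nM biotin-RetCOR | Dosing: Compound at 4.8 µM, single dose | Timing: 5 h at 4 °C | Detection: Time-resolved FRET | Read-out basis: Percent inhibition | Benchmarks: Biotin wells as high control, 0.6% DMSO wells as low control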
Peg3 prom inh: Peg3 promoter activity inhibition; AID 588405; inhibition, % at 20 µM; HeLa PEG-Prom luciferase reporter, luminescence, overnight; actives 1.7% (n = 360,000);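 active = inhibition of at least 50% at 20 µM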
CF NFkB block: inhibitors of cystic fibrosis induced NF-kB; inhibition, % at 5 µM; KKLEB NF-kB-GFP reporter, PAF-induced, GFP fluorescence overnight; AID 588850; actives 0.86% (n = 360,000);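 active = at least 50% inhibition at 5 µM, scaled per plate between neutral and stimulator controls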;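 note: PAF is a Pseudomonas aeruginosa culture filtrate used as stimulus; plate controls were PAF-stimulated DMSO wells for no effect and unstimulated DMSO wells for full effect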
KKLEB tox: reduces viability of KKLEB cystic fibrosis airway cells. KKLEB CF airway cells viability, ATPlite luminescence, overnight; stronger effect = lower value; cells stimulated with P. aeruginosa culture filtrate. activity change (cytotoxicity), % at 5 µM. actives 0.36% (n = 360,000);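 active = corrected activity change at or below -50% at 5 µM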
MITF TRPM1 inh: reduces MITF-dependent TRPM1 promoter luciferase signal. SK-MEL-5 TRPM1 promoter luciferase, 24 h. actives 0.83% (n = 330,000). AID 488899. inhibition, % at 12.5 µM;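 active = mean inhibition across replicates of 60% or more, whatever share of single replicates reaches that level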; note: values of inactives mirror those of a sister screen read the other way
TWEAK Fn14 block: blocks TWEAK-Fn14 interaction in a reporter cell assay; TWEAK-stimulated Fn14 reporter cells, luciferase luminescence, 8 h; inhibition, % at 10 µM; actives 2% (n = 360,000); in the data active = inhibition above about 50%
* hit, by the source's call; x = not tested or not shown. These rows are one share of the data (hit frequency here may not be typical).

SMILES | NR2E3 ag-1 | HIF-2a block | Shn3 inh set2 | TROY signal inh | C8 TRAIL sens | NR2E3 ag-2 | Peg3 prom inh | CF NFkB block | KKLEB tox | MITF TRPM1 inh | TWEAK Fn14 block
CC1(C)Cc2c(cnn2-c2ccccc2)C(=O)/C1=N\NC(=O)c1ccccc1 | 5 | -48 | 21 | -32 | -11 | -2 | -4 | 9 | -8 | -22 | -20
O=C(NCC(=O)N(c1ccccc1)C(C(=O)NC1CCCC1)c1cccnc1)c1ccco1 (stereo unspecified) | -8 | 13 | -6 | 5 | 6 | 3 | -2 | 6 | 6 | 4 | -1
Cn1c(=NCC(O)COc2ccccc2)sc2ccccc21 (stereo unspecified) | -50 | -116 | 1 | -47 | 0 | 2 | -57 | -30 | 15 | -21 | -22
CC1CCCC(C)N1CC(O)COCc1ccccc1 (stereo unspecified) | -5 | 6 | -8 | -19 | 4 | 1 | 14 | 8 | 1 | -3 | 22
COc1cc(NS(=O)(=O)N2CCCC2)cc(OC)c1OC | 2 | -20 | 27 | -14 | -11 | 0 | -11 | -15 | 13 | -7 | -16
CCCc1c(-c2ccccc2F)ncn1Cc1ccccc1OC | 7 | 3 | x | 26 | 14 | x | x | x | x | x | 2
CN(CCOc1ccccc1)C(=O)c1ccc(Cl)c(S(=O)(=O)N2CCCCC2)c1 | 1 | 10 | -1 | -1 | -4 | 2 | 13 | -3 | 2 | 8 | 6
O=C(N/N=C/c1ccccc1)c1cc(-c2ccc3c(c2)OCO3)n[nH]1 | -85 | -38 | -7 | 20 | 8 | 3 | -16 | 1 | 10 | -8 | -8
Cc1cc(C)c2c(N)c(C(=O)Nc3c(C)n(C)n(-c4ccccc4)c3=O)sc2n1 | 5 | 3 | -10 | 9 | 12 | -1 | 12 | 15 | -11 | 6 | -1
Cc1c(OC(C)C(=O)NCc2ccncc2)ccc2c3c(c(=O)oc12)CCC3 (stereo unspecified) | 3 | -8 | 21 | 18 | 12 | -3 | 13 | -5 | 11 | -4 | 6
OC(CN1CCOCC1)Cn1cnc2ccccc21 (stereo unspecified) | -17 | 7 | -5 | 8 | 0 | 1 | -1 | 8 | 7 | -22 | 2
CCC(C)(C)NC(=O)CN(C(=O)CCC(=O)Nc1ccccn1)c1ccc2c(c1)OCO2 | 0 | 5 | 1 | 3 | -6 | 1 | -2 | -10 | 5 | 7 | 30
CCOc1cc(N2CCOCC2)c(OCC)cc1NC(=O)c1ccc(OC)c(S(=O)(=O)N2CCOCC2)c1 | -4 | 17 | -7 | 9 | -1 | x | 1 | 10 | -14 | -6 | 8
CCN(CC)CCOC(=O)c1ccc2c(c1)OCCO2 | 4 | -24 | 35 | -6 | -9 | 3 | -32 | -3 | 6 | -5 | 13
O=C(NCC1COc2ccccc2O1)c1ccc(NC(=O)C(c2ccccc2)c2ccccc2)cc1 (stereo unspecified) | -20 | 33 | 35 | 8 | -3 | 7 | 27 | 12 | -21 | 4 | 20
CC12CCC(C/C1=N\OC(=O)c1ccc(F)cc1)C2(C)C (stereo unspecified) | -15 | 8 | -17 | -24 | 1 | -2 | 14 | 0 | -8 | 6 | -21
Cc1nn(CC(=O)Nc2cccc(S(N)(=O)=O)c2)c(C)c1[N+](=O)[O-] | 17 | -5 | -7 | -2 | -5 | -5 | -3 | 13 | 0 | 9 | -24
CCC(=O)c1ccc(OCC(=O)NCCC2=CCCCC2)c(OC)c1 | 6 | 0 | 12 | -7 | -10 | -2 | 3 | -4 | -9 | -5 | -18
O=C1[C@@H]2Cc3c([nH]c4ccccc34)C(c3ccccc3)N2C(=O)CN1C1CCN(Cc2ccccc2)CC1 (stereo partly specified) | 17 | 31 | 6 | -3 | 5 | 2 | 42 | 8 | -14 | -24 | 5
CCC(=O)Nc1ccccc1C(=O)N1CCOCC1 | -6 | 18 | -11 | 19 | -11 | 1 | 14 | 4 | -2 | 1 | 0
O=C(CS(=O)(=O)c1ccccc1)NC1CCCCC1 | -27 | 3 | 7 | -29 | 7 | 0 | 6 | 16 | -9 | -5 | 11
O=C(O)CC12CC3CC(C1)CC(n1ncc(NCc4ccc(F)cc4Cl)c(Cl)c1=O)(C3)C2 | -31 | 4 | -12 | 9 | -5 | 2 | 5 | -1 | -2 | -18 | -2
COC(=O)c1nn(-c2ccccc2)c(Cl)c1/C=N/OCc1c(Cl)cccc1Cl | -12 | 9 | -15 | -6 | -18 | -4 | 1 | 20 | -10 | 2 | 3
O=C(NCc1ccc(F)cc1)C1CCCN(S(=O)(=O)c2ccc(-n3cnnn3)cc2)C1 (stereo unspecified) | -45 | 17 | 26 | -6 | -3 | 2 | 10 | 1 | -7 | 4 | 13
O=C(CNC(=O)c1ccccc1Br)N/N=C/c1ccccc1O | -17 | 34 | 67 | 6 | 22 | 1 | 23 | 7 | -4 | 15 | 1
CCN(CC(=O)NC(=O)NCc1ccco1)Cc1nc2ccccc2c(=O)[nH]1 | -4 | 18 | 5 | -18 | 0 | -1 | 14 | 12 | -1 | 8 | 3
O=C(CNC(=O)N1CC(=O)Nc2ccccc21)Nc1ccc(Cl)cc1 | -14 | 9 | -9 | -26 | 1 | 3 | -8 | -16 | 21 | -4 | -1
CN(C(=O)CSc1nc(O)cc(=O)n1-c1ccccc1F)c1ccccc1 | -34 | 4 | 7 | -6 | -13 | 6 | 15 | -2 | 11 | -3 | 5
O=C(CSc1ccccc1)Nc1nnc(/C=C/c2ccccc2)s1 | -5 | -5 | -3 | -54 | 5 | -1 | -4 | 23 | -25 | -12 | -29
O=C1CC(c2ccccc2)NN1 (stereo unspecified) | -10 | -5 | 2 | -7 | -10 | 5 | 0 | -8 | -1 | 6 | 15
CCOc1cccc(C2C(C(=O)c3ccco3)=C(O)C(=O)N2Cc2ccncc2)c1 (stereo unspecified) | -21 | -9 | -4 | -53 | -16 | 0 | -12 | 3 | 6 | 2 | -8
COc1ccc(-c2ccc3[nH]c4c(c3c2)CCN2C(=O)[C@@H]([C@H](C)O)[C@@H](N(C)C(=O)Nc3ccc(F)cc3)C[C@@H]42)cc1 | 5 | -54 | 21 | -3 | 3 | x | 95* | 36 | -18 | x | 24
CCN(CC)P(=O)(C(NC(=O)OC)C(F)(F)C(F)(F)C(F)(F)C(F)F)N(CC)CC (stereo unspecified) | 2 | 20 | 12 | -16 | -5 | 3 | 11 | 18 | -7 | 4 | -30
Cc1ccccc1-c1cc(C(=O)Nc2nc3c(s2)CCCC3)c2ccccc2n1 | 13 | -18 | 8 | 26 | -12 | 2 | 4 | 2 | -7 | 26 | 25
Cc1cccc(NC(=O)c2ccc3c(c2)CCN3S(C)(=O)=O)c1C | -16 | -73 | -14 | -9 | -4 | -2 | -22 | -3 | -8 | -6 | -2
COc1ccc(/C=C/C(=O)C2CC2)cc1COc1cccc(C)c1C | -6 | 18 | 2 | 12 | 16 | 1 | 28 | 10 | -8 | 9 | 4
CC(C)(C)c1cc(C(=O)N/N=C/c2ccc([N+](=O)[O-])s2)n[nH]1 | 14 | 81* | 48 | -7 | 41 | 1 | 51* | 24 | -5 | 85* | -20
O=C(COc1cccc(C(F)(F)F)c1)NCC(c1ccco1)N1CCCC1 (stereo unspecified) | 14 | 8 | 11 | 22 | -6 | x | 7 | -5 | 0 | -1 | 14
CN(C)c1ccc(C=C2C=C(c3ccccc3)OC2=O)cc1 | -19 | -87 | -47 | 9 | 23 | x | -51 | -10 | -6 | x | 12
CCOc1ccc(-n2nc3ccc(NC(=O)CC)cc3n2)cc1 | -99 | -40 | -25 | -37 | 3 | x | -139 | -6 | 15 | -40 | -21
Nc1nc(F)cc(N2CCCCCC2)n1 | -1 | 5 | -30 | -37 | -3 | 0 | 1 | 4 | 15 | -6 | -1
CCOc1cc(CNc2ccc3[nH]c(=O)[nH]c3c2)ccc1OCC(=O)NC(C)(C)C | 2 | 14 | -29 | 9 | -5 | -7 | 7 | -3 | 5 | 10 | 33
C=COCCn1c(=N)n(CCC)c2ccccc21 | -8 | 4 | -8 | -9 | 6 | -3 | 6 | 6 | -1 | 1 | 7
Cc1cccc(N=C2NC(=O)S/C2=C\c2ccco2)c1 | 10 | -23 | 35 | -18 | 8 | -2 | 3 | -10 | -14 | 3 | 20
CCCc1nnc(NC(=O)C(=O)NCCN(C)C)s1 | -5 | 11 | -8 | -4 | -30 | x | 3 | -2 | -1 | 6 | 9
COc1ccc(CCNC(=O)c2nnn(CC(=O)Nc3ccc(C)cc3C)c2N)cc1OC | 7 | 15 | 4 | -8 | -7 | 4 | 10 | -26 | -18 | -9 | -13
C/C(=N\OC(=O)c1ccc(Br)cc1)c1ccccn1 | -14 | -23 | 19 | -39 | -8 | 0 | -102 | -5 | 5 | 2 | 26
CC(C)(C)Cc1c(-c2ccc(C#N)cc2)nc2c(Cl)cc(C(F)(F)F)cn12 | -15 | -36 | -5 | 15 | 4 | x | 44 | 50 | -14 | x | 19
N#Cc1nc(-c2ccco2)oc1NCCc1ccccc1 | -15 | -131 | -1 | x | -10 | -5 | -131 | 0 | 5 | -17 | 61*
c1ccc(-n2nnnc2-c2cnc(-c3cccnc3)nc2-c2cccs2)cc1 | 18 | 13 | -8 | 2 | -1 | 1 | 16 | -8 | 10 | -7 | 16
Cc1ccc(C)c(NC(=O)CSc2nnc(CNC(=O)c3ccco3)o2)c1 | 3 | 8 | 18 | 9 | -18 | 0 | 10 | 8 | 0 | 2 | -6
COc1ccc(N2C(=O)NC3CC2(C)Oc2ccccc23)cc1OC (stereo unspecified) | -23 | 11 | -11 | 22 | 5 | 0 | 14 | 1 | -8 | -9 | 5
Cc1ccc(NS(=O)(=O)c2ccccc2F)cc1S(=O)(=O)N1CCCCC1 | 26 | -3 | -23 | 9 | 19 | 6 | 4 | 1 | 16 | x | 20
CN(Cc1ccccc1)C(=O)COC(=O)C1=NNC(=O)CC1 | -13 | 1 | -23 | -12 | -16 | -3 | 1 | 7 | 7 | -2 | -9
Cc1ccc(S(=O)(=O)NCCOc2nc(N(C)C)nc(N3CCOCC3)n2)cc1 | -2 | 15 | -3 | 12 | -3 | 4 | 13 | 5 | 1 | 2 | -11

Two entries picked at random from the list so far, as already listed:
SMILES | NR2E3 ag-1 | HIF-2a block | Shn3 inh set2 | TROY signal inh | C8 TRAIL sens | NR2E3 ag-2 | Peg3 prom inh | CF NFkB block | KKLEB tox | MITF TRPM1 inh | TWEAK Fn14 block
O=C(COc1cccc(C(F)(F)F)c1)NCC(c1ccco1)N1CCCC1 (stereo unspecified) | 14 | 8 | 11 | 22 | -6 | x | 7 | -5 | 0 | -1 | 14
Cc1nn(CC(=O)Nc2cccc(S(N)(=O)=O)c2)c(C)c1[N+](=O)[O-] | 17 | -5 | -7 | -2 | -5 | -5 | -3 | 13 | 0 | 9 | -24

Assay outcomes: PubChem, several laboratories
